ARNT TACC3 PPI: disruptors of ARNT/TACC3 protein interaction, primary screen, biochemical, AlphaScreen, single concentration. Transforming acidic coiled-coil-containing protein 3 (Homo sapiens), Q9Y6A5. AlphaScreen His-ARNT PAS-B/GST-TACC3 binding, luminescence; TACC3 fragment carries E629A point mutation. inhibition, % at 9.99 µM. actives 0.66% (n = 390,000). AID 623870, 2012;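 active = mean inhibition of replicates at least 50% and at least half of replicates each reaching 50%; inconclusive = half or more replicates reach 50% but mean below 50%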;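 note: 0% = complete ARNT plus TACC3 wells and 100% = ARNT alone without TACC3; many hits fall short of the cut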
DENV2 CPE: inhibitors of DENV2 cytopathic effect, primary screen, cell-based, plate reader, single concentration; DENV2-infected cells, cytopathic effect rescue; CPE inhibition, % at 9.99 µM; actives 1.7% (n = 350,000); in the data active = CPE inhibition above about 20%, passing the limit was not always enough; inconclusive = no clear call, values can overlap the other calls; tested in BHK-21 cells;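 note: 0% = median of neutral control wells and 100% = median of positive control wells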
PAX8 reporter: inhibitors of PAX8-driven TPO luciferase reporter, primary screen, RMG-I cells, single concentration | SteadyGlo, 24 h | inhibition, % at 12.6 µM | actives 1.2% (n = 360,000);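 active = mean replicate inhibition at least 60% with every replicate also reaching 60%; inconclusive = only one of the two criteria is met; inactive = mean below 60% and not all replicates reaching 60%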;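 note: luciferase light reporting Pax8 driven TPO promoter activity; plate controls were median of neutral control wells for no effect and mitoxantrone controls for full effect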
EWS-Fli inh: EWS/Fli-driven NR0B1 reporter inhibitors, primary screen, A673 cells, NR0B1 luciferase, luminescence, MLPCN library | viability-normalised | inhibition, % at 12.6 µM | actives 0.67% (n = 350,000) | AID 651661, 2012;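 active = mean inhibition of at least 50% after viability correction, with every replicate also passing that limit; inconclusive = mean reaches 50% but only one of two replicates passes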;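 note: firefly luciferase signal divided by Alamar Blue viability fluorescence both relative to DMSO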
Casp6 inh: human caspase-6 inhibitors, primary screen, biochemical, VEID-R110 fluorescence, single point, set 2 | P55212 | purified caspase-6, Z-VEID-R110 cleavage fluorescence | inhibition, % at 12.5 µM | actives 0.53% (n = 350,000) | AID 686996, 2013;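 active = mean inhibition across replicates at least about 35%, with every replicate also reaching that limit, limit read from the data; inconclusive = only one of the two criteria met; inactive = neither criterion met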;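 note: 0% = median of neutral control wells and 100% = no fluorescence left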
Target sequence (P55212 24-179 limits assumed): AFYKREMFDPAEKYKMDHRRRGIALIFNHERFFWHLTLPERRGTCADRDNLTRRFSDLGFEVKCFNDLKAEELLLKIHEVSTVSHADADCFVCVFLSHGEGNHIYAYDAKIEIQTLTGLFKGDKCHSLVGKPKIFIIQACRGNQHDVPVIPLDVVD
Target sequence (P55212 194-293 limits assumed): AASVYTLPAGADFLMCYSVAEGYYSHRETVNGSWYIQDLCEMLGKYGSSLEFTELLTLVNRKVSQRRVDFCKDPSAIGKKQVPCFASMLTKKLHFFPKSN
LGR2 inh: inhibitors of bursicon-induced LGR2 CRE-luciferase signal, primary screen, cell-based, HEK293, CRE-luciferase reporter, bursicon stimulation. bursicon-stimulated, 4 h. inhibition, % at 9.99 µM. actives 0.35% (n = 380,000). AID 720647, 2013;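 active = drop in luminescence signal, shown as inhibition above about 50% in the replicate tests, limit read from the data, passing the limit was not always enough; inconclusive = probably only some replicates passing the limit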;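 note: agonist challenge used bursicon conditioned medium at about half maximal strength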
SIRT5 block: SIRT5 desuccinylase inhibitors, primary screen, biochemical, fluorescence imaging, single point, set 5; NAD-dependent protein deacylase sirtuin-5, mitochondrial (Homo sapiens), Q9NXA8; Purified SirT5, succinyl-peptide AMC, trypsin-coupled fluorescence; inhibition, % at 15 µM; actives 1.1% (n = 330,000); AID 652115, 2013; in the data active = inhibition above about 15%; inconclusive = no clear call, values can overlap the other calls
Target sequence (Q9NXA8 whole entry, looked up): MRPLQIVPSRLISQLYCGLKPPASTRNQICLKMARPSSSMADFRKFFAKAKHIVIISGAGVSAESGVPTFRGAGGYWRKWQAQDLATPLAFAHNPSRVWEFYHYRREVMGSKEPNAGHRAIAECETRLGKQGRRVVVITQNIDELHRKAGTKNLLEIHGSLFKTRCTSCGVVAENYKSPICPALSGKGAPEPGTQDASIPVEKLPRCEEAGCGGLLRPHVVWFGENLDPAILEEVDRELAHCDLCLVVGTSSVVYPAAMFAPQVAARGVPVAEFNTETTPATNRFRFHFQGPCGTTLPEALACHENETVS
The depositor's hits bear a star; ? = inconclusive; · = not tested or not shown.

SMILES	ARNT TACC3 PPI	DENV2 CPE	PAX8 reporter	EWS-Fli inh	Casp6 inh	LGR2 inh	SIRT5 block
Cc1ccc(S(=O)(=O)Nc2ccc3c(c2)C(=O)N([C@@H](C)CO)C[C@@H](C)[C@@H](CN(C)C(=O)c2ccccc2)OCCCC[C@H](C)O3)cc1	3	-8	15	-3	0	-2	2
CCOC(=O)c1ccc(NC(=O)C2(N3C(=O)c4ccccc4C3=O)CCCC2)cc1	1	0	-9	6	-3	-13	-5
COc1ccc(CNC(=O)c2ccc(C(C)(C)C)cc2)cc1	-2	0	-130	-71	0	-141	-2
CCC(C)N(C(=O)CSc1nc(C)nc2ccccc12)C1CCS(=O)(=O)C1 (configuration not stated)	0	-2	42	16	-2	10	0
Cc1cc2cc(CNC(=O)c3ccc(Br)o3)ccc2n1C	3	-5	1	7	33	15	-6
Cc1ccc(C)c(NC(=O)COc2coc(CN3CCc4ccccc4C3)cc2=O)c1	0	-1	29	27	4	32	-3
CCC(=O)N1CCCCN2[C@@H](CO)[C@@H](c3ccc(C#Cc4ccccc4F)cc3)[C@@H]2C1	1	?	-19	-2	-3	-11	-4
Cc1cccc(-n2ncc3c(N4CC(C)CC(C)C4)ncnc32)c1 (configuration not stated)	6	2	-155	-76	0	-87	-2
O=C(C[n+]1cccc(Br)c1)c1cccs1	4	3	29	8	0	10	0
CCOCCOC(=O)CCSc1n[nH]c(=O)[nH]c1=O	-9	2	·	1	-3	-12	0
C[C@@H]1CCCCO[C@@H](CN(C)Cc2ccc(C(F)(F)F)cc2)[C@@H](C)CN([C@@H](C)CO)C(=O)c2cc(NS(=O)(=O)c3cccs3)ccc2O1	-1	0	?	3	-2	4	19*
CC12CC3CC(C)(C1)CC(C(=O)Nc1nncs1)(C3)C2	-11	?	-1	8	-1	21	-5
CO[C@H]1CC[C@@H]2CCOc3c(C#N)cccc3C(=O)N(C)[C@H](C)C(=O)N(C)C[C@@H]1O2	-2	-4	-22	-2	·	10	-14
COc1ccc(NC(=O)CN(C)CC(=O)NCC2CCCCC2)cc1	-15	-4	·	0	0	2	-18
CC1CC(C)CN(S(=O)(=O)c2ccc3c(c2)oc(=O)n3CC(=O)NCCCOC(C)C)C1 (configuration not stated)	0	9	1	7	-11	12	-2
COc1cccc(/C=C/C(=O)NNC(=O)c2ccco2)c1OC	·	4	-74	-37	-4	-13	-2
CC(N)c1csc(Nc2ncccn2)n1 (configuration not stated)	·	8	-10	-11	-1	-3	-1
Cc1ccc(N2C(=O)NC(NC(=O)C3CC3)(C(F)(F)F)C2=O)cc1 (configuration not stated)	-4	3	44	-18	-2	7	-2
O=C(Cc1cccs1)NC(Cc1c[nH]c2ccccc12)C(=O)O (configuration not stated)	0	11	9	7	5	7	-3
Cc1cc(C(=O)Nc2ccc3c(c2)C(=O)N(C)[C@H]2CC[C@@H](CC(=O)N[C@@H](C)c4ccccc4)O[C@@H]2CO3)no1	1	-8	-7	-2	0	7	1
CCC(C)NC(=O)COC(=O)c1ccccc1OCC(=O)Nc1ccc(Br)cc1 (configuration not stated)	-11	0	16	-28	2	11	-1
CC(=O)N1CCN(C(=O)CCc2nc3ccccc3c(=O)[nH]2)CC1	-22	-6	·	-1	1	7	-5
COCCNC(=O)c1onc(CSc2ccccc2F)c1C(=O)O	0	2	4	0	1	-4	·
COC(=O)Nc1ncc(CN2CCc3ccccc3C2)s1	11	-7	·	0	3	-22	-1
Cc1ccc(Cl)cc1NS(=O)(=O)Cc1ccccc1	-15	-3	6	6	3	3	-2
COc1ccc(-c2cccc(-c3nc(C(=O)NCC(F)(F)F)cc4c3[C@@H](CCO)N([S@](=O)C(C)(C)C)C4)c2)cc1	4	-4	-22	2	5	14	4
CCOc1ccc(-c2nnc(NC(=O)C3CCCC3)o2)cc1	4	11	-54	-52	0	18	0
Cc1ccc(NC(=O)c2cc(N3C(=O)C=CC3=O)ccc2N2CCOCC2)cc1Cl	-7	-1	52	15	-1	-22	-1
Cc1ccc(C(=O)NCc2ccc(F)cc2)s1	1	6	-15	-37	-3	·	-3
CCOc1cc(N2CCOCC2)c(OCC)cc1NC(=O)COC(=O)CCOc1cc(C)ccc1C	2	4	15	7	0	18	-2
COC(=O)c1cc2ccsc2n1CC(=O)N1CCCc2ccccc21	0	-1	·	-1	5	1	-2
COc1cccc(NC(=O)N[C@@H]2CC[C@@H](CC(=O)NCc3ccncn3)O[C@@H]2CO)c1	-7	5	2	-5	6	3	-5
C#CCN(C[C@@H]1[C@@H](OC(=O)NCc2ccc(OC)c(OC)c2)[C@@H](OC(=O)NCc2ccc(OC)c(OC)c2)Cn2c(=O)n(CCCCCC)c(=O)n21)S(=O)(=O)c1ccc(C)cc1	·	6	-10	4	1	3	·
CC(C)(C)c1cnnn1-c1ccc(-c2csc(N)n2)cc1	-2	-3	·	-15	0	-2	-6
CCC(/C=C1\Sc2ccc(OC)cc2N1CCO)=C\c1sc2ccc(OC)cc2[n+]1CCO	6	2	16	3	-7	-18	-2
C(=N\Nc1nc(-c2cccnc2)nc2ccccc12)/c1ccccc1	·	-6	-47	-48	1	·	1
Cc1ccc(Sc2ccc(C(=O)N3CCOCC3)cc2[N+](=O)[O-])cc1	15	4	9	4	7	-7	1
COc1cccc(NC(=S)N2CCCC2c2ccc(OC)c(OC)c2)c1 (configuration not stated)	2	-8	-11	-43	-2	-40	-1
C[C@@H]1CN([C@@H](C)CO)C(=O)c2cc(NC(=O)CCCCCC(=O)Nc3ccccc3N)ccc2O[C@H]1CN(C)C(=O)Nc1ccccc1	·	15	-22	2	2	-5	2
c1ccc2c3c([nH]c2c1)CCNC3	20	19	6	0	-15	-2	0

Gathered by group: the compounds so far containing bromine.
SMILES	ARNT TACC3 PPI	DENV2 CPE	PAX8 reporter	EWS-Fli inh	Casp6 inh	LGR2 inh	SIRT5 block
Cc1cc2cc(CNC(=O)c3ccc(Br)o3)ccc2n1C	3	-5	1	7	33	15	-6
O=C(C[n+]1cccc(Br)c1)c1cccs1	4	3	29	8	0	10	0
CCC(C)NC(=O)COC(=O)c1ccccc1OCC(=O)Nc1ccc(Br)cc1 (configuration not stated)	-11	0	16	-28	2	11	-1

Remaining list, next part.
SMILES	ARNT TACC3 PPI	DENV2 CPE	PAX8 reporter	EWS-Fli inh	Casp6 inh	LGR2 inh	SIRT5 block
CCOC(=O)C1(C)CCCN1C(=O)c1ccc(OC)c(OC)c1 (configuration not stated)	·	11	0	0	2	19	·
COc1cc(OC)c(OC)cc1/C=C/C(=O)c1ccc(NS(=O)(=O)c2ccc(C)cc2)cc1	-4	·	28	·	·	25	·
Cc1ccccc1-c1n[nH]c(=S)n1C	·	?	-2	2	-5	·	-1
Cc1cc(NC(=O)COC(=O)Cn2[nH]c(=O)c3ccccc3c2=O)c([N+](=O)[O-])cc1C	3	52*	-10	-7	-1	7	·
Cc1ccccc1NC(=O)NC1CCS(=O)(=O)C1 (configuration not stated)	3	1	-14	-6	-9	0	-5
O=C(/C=C/c1ccccc1)CC(=O)c1ccccc1	-2	5	-25	-46	4	-44	·
COc1cccc(C2Nc3ccc4ccccc4c3C3=C2C(=O)CCC3)c1O (configuration not stated)	-3	0	-9	23	3	3	22*
CN1C(=O)c2cc(NC(=O)C3CCOCC3)ccc2OC[C@H]2O[C@H](CC(=O)NC3CCCC3)CC[C@H]21	-9	12	-8	2	-4	-17	-7
COCCCNC(=O)Cn1cnc2c(NCc3ccccc3)ncnc21	-5	-9	0	-7	1	9	-2
COc1ccc2cc(C(=O)O)ccc2c1	-1	·	·	·	1	-19	-9
O=C(Nc1cccc2cccnc12)c1cc(F)c(F)cc1Cl	-7	-1	-16	-44	0	-31	0
CCn1c(=S)[nH]c2cc(S(=O)(=O)N3CCCCC3)ccc21	2	-4	·	26	3	10	0
O=c1[nH]c2ccccc2cc1CN(c1ccccc1)S(=O)(=O)c1ccccc1	-2	-1	-19	11	2	·	0
COCC(=O)N1CC2(CN[C@@H](CO)c3c2c2ccc(OC)cc2n3C)C1	·	-6	·	11	·	1	·
O=C(CCS(=O)(=O)CCN1CCOCC1)NCNC(=O)CCS(=O)(=O)CCN1CCOCC1	2	-3	1	-6	2	-13	-4
COc1ccc(C2(c3ccc(OC)cc3)NC(=O)N(CC(=O)Nc3ccc(N4CCOCC4)cc3)C2=O)cc1	·	-10	25	-7	51*	2	-2
CCCNC(=O)C1(C)CCN(Cc2cccc(OC(=O)c3ccccc3)c2)C1 (configuration not stated)	·	-4	-12	-2	0	-21	·
O=C([C@H]1[C@H](CO)[C@H]2Cn3c(ccc(-c4ccc(F)cc4)c3=O)[C@H]2N1Cc1cocn1)N1CCCCC1	1	5	0	-7	0	17	-6
CCN(CC(=O)Nc1c(F)cccc1F)C(=O)c1ccc(COc2ccccc2)cc1	-7	89*	-46	-14	-5	-24	0
O=C(Nc1ccccc1C(=O)Nc1ccccc1)c1ccco1	1	-2	-8	-9	-2	-15	0
Cc1cc(NS(=O)(=O)c2ccc(NC(=O)c3cc(-c4ccccc4Cl)nc4ccccc34)cc2)no1	2	0	27	-8	3	-10	5
CC(=O)N/C(=C\c1ccc(Cl)cc1)C(=O)O	·	-1	19	-4	-2	·	-5
COC(=O)c1cc(C(=O)OCC(=O)NC(=O)c2ccccc2)cc([N+](=O)[O-])c1	0	-2	2	2	1	-3	-2
COc1ccc(CCN(C)c2ccc(C(N)=O)cc2[N+](=O)[O-])cc1OC	-2	-9	-1	5	-4	-27	-1
C[C@@H]1CN([C@@H](C)CO)C(=O)c2cc(NC(=O)CCCCCC(=O)Nc3ccccc3N)ccc2O[C@@H]1CN(C)S(=O)(=O)c1cn(C)cn1	·	-10	9	-3	0	-5	·
CCC(=O)NC1=C(Nc2ccc(N)cc2)C(=O)c2ccccc2C1=O	12	1	-77	-73	·	-4	2
C[C@H]1CN([C@@H](C)CO)C(=O)c2cc(NC(=O)c3ccncc3)ccc2O[C@@H]1CN(C)S(=O)(=O)c1cccs1	-3	-6	·	-9	0	2	-3
Cc1ccc(S(=O)(=O)Nc2ccc3c(c2)C(=O)N([C@H](C)CO)C[C@@H](C)[C@@H](CN(C)Cc2ccncc2)O3)cc1	-7	20	-1	3	2	-4	-5
O=C(CCCN1C(=O)/C(=C/c2ccccc2Cl)SC1=S)NNC(=O)c1ccc(Cl)cc1	-7	2	25	74*	1	6	-5
CN(C)C(=O)C[C@H]1CC[C@@H]2[C@H](COc3ccc(NC(=O)NCc4ccccc4)cc3C(=O)N2C)O1	3	2	-3	-11	2	-9	-1
COc1ccc2c(c1)OC(O)(C(F)F)CC2=O (configuration not stated)	-2	·	·	·	3	-3	-3
O=C(NCCc1ccc(Cl)cc1)c1ccc(NC2=NC3CS(=O)(=O)CC3S2)cc1 (configuration not stated)	-4	-4	3	-10	-2	9	-8
CC(NCCC1(C(C)C)CCOC(C)(C)C1)c1cccs1 (configuration not stated)	-5	-6	6	4	0	14	1
COc1ccccc1-c1c(C)oc2cc(OCC(=O)OCc3ccccc3)ccc2c1=O	-2	-1	12	-3	-1	10	-5
CSC1=NCCN1C(=O)c1ccc(S(=O)(=O)N(C)C)cc1	·	-7	2	-2	0	4	·
CCOc1ccc(CCNC(=O)COC(=O)C2CCN(S(=O)(=O)c3ccc(C)c(C)c3)CC2)cc1OCC	-8	5	-5	·	7	-4	0
COC(=O)c1ccc(N2CCOCC2)c(NC(=O)c2ccc(Br)o2)c1	3	-1	·	13	-6	4	-2

Structures listed above marked active in SIRT5 block:
molecule	ARNT TACC3 PPI	DENV2 CPE	Casp6 inh	LGR2 inh	SIRT5 block
C[C@@H]1CCCCO[C@@H](CN(C)Cc2ccc(C(F)(F)F)cc2)[C@@H](C)CN([C@@H](C)CO)C(=O)c2cc(NS(=O)(=O)c3cccs3)ccc2O1	-1	0	-2	4	19*
COc1cccc(C2Nc3ccc4ccccc4c3C3=C2C(=O)CCC3)c1O (configuration not stated)	-3	0	3	3	22*

High-throughput results as filed in PubChem BioAssay.
